Lipid droplet – inhibitors of hepatocyte lipid droplet formation, primary screen, imaging, high-throughput imaging, BODIPY stain | 240,000 tested, 0.4% active | AML12 mouse hepatocytes, oleate lipid droplets | inhibition, % at 6.5 µM;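 active means lipid droplet intensity inhibited by at least 50%, with more than 500 cells counted; inconclusive means wells with under 300 cells, treated as cytotoxic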
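Material – AML12 mouse liver cells · Also added – oleate loading, 100 µM · Compound dosing – 6.5 µM single-point dosing · Times – overnight treatment with compound plus oleate · Measured by – fluorescence imaging, 20x objective, two fields per well · Read-out – percent inhibition of filter-corrected integrated lipid droplet intensity per well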
b-catenin transl – modulators of beta-catenin nuclear translocation, primary screen, imaging, HeLa cells, immunofluorescence, high-content. nuclear translocation activity, % at 5 µM. 190,000 tested, 0.3% active;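 active means nuclear translocation activity above 50% at 5 µM, with a well cell count of 50 or more; inconclusive means wells under 50 cells across six images, flagged as toxic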;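 further: per-cell ratio of nuclear to cytoplasmic median beta-catenin stain intensity; plate controls were DMSO negative control for no effect and GSK-3 inhibitor IX positive control for full effect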
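System: Human HeLa cells, endogenous beta-catenin | Compound dosing: 5 µM primary, 0.02–20 µM confirmation | Timing: 24 h compound exposure at 37°C, 5% CO2 | Measured by: Fluorescence imaging of beta-catenin antibody stain plus DAPI | Read-out basis: % activation of per-cell nuclear versus cytoplasmic median beta-catenin signal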
Ins promoter up – insulin promoter activators in MIN6 cells, imaging, high-content screening, mouse beta cells; MIN6 insulin promoter-GFP reporter; hits give high values; z-score at 5 µM; 190,000 tested, 0.3% active; AID 1625, 2009;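 active means z-score above 3 at 5 µM with at least 500 cells counted in the well; inconclusive means wells under 500 cells, flagged as cytotoxic or low count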
TNAP activators – human TNAP enzyme activators, primary screen, biochemical, luminescent, no phosphate acceptor, uHTS (AID 1001); Alkaline phosphatase, tissue-nonspecific isozyme (Homo sapiens); activation fold at 20 µM; hits with a dose series show EC50 in µM; purified TNAP, luminescent activation assay, no phosphate acceptor; higher activation fold means a stronger effect; 200,000 tested, 0.03% active; in the data active means activation fold from about 3, or a potency from the dose series; inactive means the rest, 99 in 100 with activation fold below about 1.6; further: many of its hits are not listed in these tables
Dynein cargo inh – inhibitors of GR-EGFP nuclear translocation, primary screen, dynein cargo transport inhibitor project, imaging, high-content, 3617.4 mouse cells; test concentration mostly 20 µM; stimulated with dexamethasone, 1 µM; hits give low values; z-score, hits read low; 220,000 tested, 0.47% active; AID 1381, 2008;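 active means plate z-score of nuclear minus cytoplasmic receptor signal below a set negative limit, without overly bright fluorescence or cell loss, cut at about -3.5 in these data, passing the limit was not always enough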;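 further: z-score of nuclear minus cytoplasmic ring GR-EGFP intensity difference per well; some compounds called inactive have numbers as strong as hits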
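Buffer or medium: tet-free, stripped-serum medium; reagent: dexamethasone at 1.0 µM final, 30 min; incubation: 48 h induction, 1 h compound, 30 min dex at 37 °C; measured by: formaldehyde fixation, Hoechst nuclear stain, 10x automated fluorescence imaging; read-out: nuclear-to-cytoplasmic GR-EGFP distribution per well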
T cell HTS – modulators of CD8 T cell-vesicle binding, primary screen, mouse 2C CD8+ T cells, flow cytometry. 330,000 tested, 0.068% active. calls only at 7 µM. 2C CD8+ T cell-vesicle binding; hits give low values;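 active means response, share of CD8 T cells binding vesicles, and their 90th percentile fluorescence all below set limits, cut at about 80% in these data, passing the limit was not always enough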
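incubation = binding step 1.5 h, 37 °C, antibody labelling 20 min, ice | test system = 2C mouse CD8+ T cells | read-out basis = percent CD8+ FL2 mean versus row control | controls = Peptide-free naked vesicles (low) and QL9 vesicles with 0.7% DMSO vehicle (high) | detection = flow cytometry of vesicle-bound cells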
MT stabilize HCS – microtubule stabilizers in HeLa cells, primary screen, imaging, high-content imaging; HeLa tubulin immunostaining HCS, 24 h; share of cells brighter than vehicle mean+2SD; 200,000 tested, 0.83% active; AID 2205, 2009; % tubulin-high responders, % at 10 µM;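 active means plate Z-score above 3 for both tubulin-high and condensed-nucleus cell shares, with cell loss under 80%, at 10 µM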;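 further: anti alpha tubulin signal scored within the nucleus-defined area of each cell; some results filed as inactive read as strong as hits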
PMI inhibitors – inhibitors of human PMI, primary screen, biochemical, fluorescence intensity, coupled assay (AID 1209) | purified PMI enzyme, coupled fluorescence intensity; higher % means a stronger effect | inhibition, % at 20 µM; hits with a dose series show IC50 in µM | 190,000 tested, 0.42% active; in the data active means inhibition above about 50%;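 further: plate controls were DMSO vehicle for no effect and wells lacking substrate for full effect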
Myeloid diff MLP – induction of myeloid progenitor differentiation, primary screen, cell-based, flow cytometry, MLPCN library; AID 624256, 2012; 360,000 tested, 1% active; calls only at 10 µM; ER-HoxA9 myeloid progenitors, lysozyme-GFP differentiation;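 active means normalized GFP-positive differentiation at or above the plate's own cutoff, the solvent-only control mean plus 3 SD; inconclusive means no clear call, values can overlap the other calls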;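 further: cells exposed to compound for four days before flow analysis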
Dynein cargo inh cytoplasmic EGFP – second read-out of Dynein cargo inh, no call of its own (marks repeat the call); z-score; measured here: cytoplasmic GR-EGFP intensity; hits give high values
Dynein cargo inh nuclear GR-EGFP – second read-out of Dynein cargo inh, no call of its own (marks repeat the call); z-score; measured here: nuclear GR-EGFP intensity;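 lower value marks the stronger effect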
Dynein cargo inh cell count – recorded beside Dynein cargo inh, whose call it bears; z-score; measured here: cell count per field
Ins promoter up cell count – also measured in Ins promoter up; calls as there; cell count; measured here: cytotoxicity, nuclei count;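 total cells summed across four imaged fields per well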
Lipid droplet cells 6.5 µM – further read-out of Lipid droplet, marked with its call; cell count; measured here: cell count, cytotoxicity flag;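 cells counted across two imaged fields per well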
b-catenin transl cell count 5 µM – recorded beside b-catenin transl, whose call it bears; cell count; measured here: cell count, cytotoxicity flag
T cell HTS vesicle-bound % – also measured in T cell HTS; calls as there; double positive events, %; measured here: CD8+ vesicle-bound cell fraction;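 binding gate set so that unloaded-vesicle control wells show 10% double positive cells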
MT stabilize HCS Hoechst-high % – further read-out of MT stabilize HCS, marked with its call; % Hoechst-high responders; measured here: nuclear condensation Hoechst responders;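 share of cells brighter than vehicle mean plus two SD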
MT stabilize HCS cytotoxicity % – second read-out of MT stabilize HCS, no call of its own (marks repeat the call); toxicity, %; measured here: cytotoxicity by cell density;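 0% = mean cell density of plate MIN control wells and 100% = no cells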
Myeloid diff MLP GFP+ MAC1+ % – second read-out of Myeloid diff MLP, no call of its own (marks repeat the call); GFP+ MAC1+ double positive, %; measured here: differentiation confirmed by MAC1 staining
An asterisk follows results filed as active; i = inactive; ? = inconclusive; / = not tested or not shown; + = active, no number.

Every second line gives: Dynein cargo inh	MT stabilize HCS	T cell HTS vesicle-bound %	T cell HTS	Dynein cargo inh cell count	MT stabilize HCS cytotoxicity %	Ins promoter up cell count	b-catenin transl cell count 5 µM	MT stabilize HCS Hoechst-high %	Lipid droplet	Myeloid diff MLP GFP+ MAC1+ %	Ins promoter up	Dynein cargo inh nuclear GR-EGFP	Lipid droplet cells 6.5 µM	b-catenin transl	Myeloid diff MLP	Dynein cargo inh cytoplasmic EGFP	TNAP activators	PMI inhibitors
1	CCN(CCO)c1nc(SC)nc2c1sc1nc(-c3ccco3)c3c(c12)CCC3
 : 1.1	3.1	34	i	-0.81	2.3	1002	1501	1.5	/	2.6	0.5	0.25	/	-1.7	i	0.029	1	-2%
2	CC(C)OC(=O)CSc1nnc(SCc2cccc3ccccc23)s1
 : 0.34	1.0	43	i	-0.21	5.2	789	/	1.2	5	1.7	0.63	0.57	780	/	i	-0.015	1.1	23%
3	COc1cc2c(cc1OC)-c1cc(NCc3ccccn3)nc(=O)n1CC2
 : 0.076	1.5	10	i	0.6	4.0	1524	1341	1.0	/	0.0	-0.39	-0.14	/	1.6	i	-0.096	1.1	3%
4	CCNC(=O)CC1C(=O)N(CC)C(=S)N1NC(=O)c1cccnc1 (stereo not drawn)
 : -0.9	1.9	50	i	1.6	7.9	1280	1110	2.7	12	0.1	-0.48	-0.58	783	0.3	i	-0.37	1.1	-12%
5	CC(C)(C)n1nnnc1C(c1ccc(C#N)cc1)N1CCCC2(CCCCC2)C1 (stereo not drawn)
 : 0.65	2.6	17	i	-1.3	5.6	1337	1414	0.9	/	4.7	-0.73	0.33	/	-1.5	i	-0.1	1	-3%
6	CCNS(=O)(=O)c1cc(OC)ccc1OC
 : 3.8	1.9	27	i	-2	6.9	957	/	1.1	8	3.1	0.21	2.6	786	/	i	-0.16	1.1	9%
7	Cc1ccc(S(=O)(=O)c2nc(-c3ccccc3)oc2NCCN2CCOCC2)cc1
 : 1.3	2.4	28	i	0.5	6.0	1349	/	2.1	-6	0.6	-0.19	0.48	736	/	i	-0.16	1	-10%
8	O=C(c1ccc(S(=O)(=O)c2ccccc2)cc1)N1CCCCCC1
 : 0.24	1.2	49	i	-1.7	7.3	1215	961	2.0	-1	0.6	-0.01	0.88	613	0.6	i	-0.18	1.1	2%
9	CC1=CC(C)(C)N(C(=O)CSc2nnc(N)s2)c2cc(C)c(C)cc21
 : 0.59	3.2	32	i	0.71	4.7	/	/	1.3	/	0.8	/	-0.11	/	/	i	-0.081	1.1	4%
10	COc1ccc(CNC(=O)CSCc2ccccc2Cl)cc1
 : -0.026	2.8	47	i	0.58	5.7	1140	484	2.7	-18	/	0.1	-0.021	638	5.5	?	-0.2	1.1	-3%
11	Cc1cc(Cl)ccc1NNC(=O)c1snnc1C
 : -0.28	/	32	i	-0.2	/	1480	1091	/	-5	0.1	-0.22	-0.24	732	2.8	i	-0.15	/	/
12	CC(C)(C)c1ccc(OCC(=O)Nc2ccc(-c3nc4cccnc4o3)cc2)cc1
 : 0.73	2.5	56	i	0.37	6.7	1757	1034	1.5	4	1.0	0.37	0.71	654	-1.0	i	-0.25	1.5	6%
13	C/C(Cl)=C\Cn1c(NCCc2ccccc2)nc2c1c(=O)n(C)c(=O)n2C
 : 0.31	2.5	18	i	-0.024	2.6	/	1174	2.2	/	29*	?	0.35	/	-3.1	+	-0.16	1.1	-4%
14	O=C(NC(=S)Nc1ccc(CN2CCOCC2)cc1)c1cc2ccccc2o1
 : -0.029	1.1	52	i	0.12	5.7	1582	1127	1.6	-1	0.3	-0.86	0.038	674	-4.8	i	-0.29	1	-4%
15	c1ccc2sc(Nc3nc4cc5c(cc4s3)OCO5)nc2c1
 : 0.42	4.3	54	i	0.072	1.6	1312	445	3.6	3	0.5	0.53	-0.21	655	-5.1	i	-0.26	2.7	-13%
16	CCCNC(=S)N1CCN(c2nc(C)nc3sc4c(c23)CCCC4)CC1
 : 0.6	1.3	30	i	-0.6	4.7	1427	1028	2.2	-5	0.4	-0.88	0.68	717	-0.9	i	-0.24	1.3	16%
17	Cc1ccc(S(=O)(=O)N2CCOCC2)cc1NC(=O)COC(=O)Cc1ccsc1
 : -0.067	2.4	53	i	0.34	5.4	1566	1078	2.9	14	0.1	-0.92	-0.17	696	2.0	i	-0.29	1.2	6%
18	CC1(C)CC(=O)c2cc(C(=O)NC3CCSC3=O)c(=O)n(-c3ccccc3)c2C1 (stereo not drawn)
 : 0.34	2.9	17	i	0.24	15	1331	1390	3.6	/	0.6	0.75	0.42	/	1.6	i	-0.29	1	8%
19	Cc1ccc(CN2CCN(Cc3ccc4c(c3)OCCO4)CC2CCO)cc1 (stereo not drawn)
 : -1.4	4.5	49	i	1.4	7.0	/	1004	2.2	4	0.8	/	-0.77	734	0.2	i	-0.31	1	9%
20	COc1ccc(C2C(C(=O)O)c3ccccc3C(=O)N2C)cc1Br (stereo not drawn)
 : -1.1	2.9	27	i	1.7	12	1234	949	3.4	-1	0.6	0.01	-0.39	755	-0.1	i	-0.21	1.1	-35%

Remaining list, next part
Every second line gives: Dynein cargo inh	MT stabilize HCS	T cell HTS vesicle-bound %	T cell HTS	Dynein cargo inh cell count	MT stabilize HCS cytotoxicity %	Ins promoter up cell count	b-catenin transl cell count 5 µM	MT stabilize HCS Hoechst-high %	Lipid droplet	Myeloid diff MLP GFP+ MAC1+ %	Ins promoter up	Dynein cargo inh nuclear GR-EGFP	Lipid droplet cells 6.5 µM	b-catenin transl	Myeloid diff MLP	Dynein cargo inh cytoplasmic EGFP	TNAP activators	PMI inhibitors
21	O=C(/C=C/c1ccccc1)C1C(=O)c2ccccc2C1=O
 : -0.69	3.6	23	i	0.23	1.1	1443	1130	3.4	3	1.0	0.62	-0.33	716	0.3	i	-0.24	0.8	-19%
22	CC1(C)CC(=O)C(N=Nc2cc(C(F)(F)F)ccc2Cl)=C(O)C1
 : -0.33	3.5	34	i	0.5	8.7	1342	1058	2.5	12	0.2	0.53	-0.23	668	0.9	i	-0.19	1	-2%
23	O=C(NCCCN1CCOCC1)C(=O)N/N=C/c1cccc2ccccc12
 : -0.0059	/	12	i	-0.2	/	1040	1325	/	38	0.0	0.56	0.49	758	-1.4	i	-0.26	/	/
24	CCOc1ccc(C2c3c(oc4cc(C)c(C)cc4c3=O)C(=O)N2CCCN(C)C)cc1OC (stereo not drawn)
 : -0.64	4.0	31	i	0.66	12	905	/	3.5	/	4.9	-0.31	-0.25	/	/	i	-0.29	1.1	5%
25	Cc1ccc(NC(=S)Nc2cccnc2)c(S(=O)(=O)N2CCCCC2)c1
 : -0.23	3.4	57	i	0.79	14	1514	1092	2.4	-18	0.4	-0.6	-0.52	580	-0.8	i	-0.25	1	2%
26	CN1C(=O)C(O)(CC(=O)/C=C/c2ccco2)c2cc(Br)ccc21 (stereo not drawn)
 : -2	3.8	53	i	0.48	9.1	1322	895	1.6	-9	2.1	0.1	-1.1	687	0.3	i	-0.022	1	9%
27	CCOC(=O)C1=C(O)c2ccccc2C(=O)/C1=C\c1ccc(C)cc1
 : -5.4	2.8	54	i	-0.51	5.8	1131	518	2.4	-2	1.9*	0.91	-2.1	662	-1.4	+	4.8	0.8	-25%
28	CC(/C=C/C1(O)C(C)CC(=O)CC1(C)C)OC1OC(CO)C(O)C(O)C1O (stereo not drawn)
 : 0.19	3.6	39	i	0.14	5.6	1398	1078	1.4	-23	2.8	-0.22	0.26	702	-3.0	i	-0.25	1	9%
29	CCOc1ccccc1/C=N/NC(=O)c1ccc(Cn2cc([N+](=O)[O-])cn2)o1
 : -0.43	3.1	23	i	0.21	6.4	1255	1099	1.9	-15	0.6	0.14	-0.053	739	-1.5	i	-0.11	1	16%
30	COc1cccc(-c2cn3nc(C)c(C)nc3n2)c1
 : -1.4	1.6	33	i	1.8	9.6	1175	741	1.0	/	/	1.4	-0.66	/	-2.4	/	0.0015	0.9	-63%
31	O=C(N/C(=C/c1ccco1)C(=O)N1CCCCCC1)c1cccs1
 : 0.42	1.6	27	i	-0.89	7.1	/	/	2.2	/	0.5	/	-0.024	/	/	i	-0.14	1.1	7%
32	COc1ccc(Cl)cc1NC(=O)CN1CCC(n2nnc3ccccc32)CC1
 : -0.21	1.7	17	i	0.071	4.3	/	1220	1.0	-5	0.9	/	-0.17	662	0.2	i	-0.27	1.1	-5%
33	COc1cnn(-c2ccccc2)c(=O)c1SCc1ccc(Cl)cc1Cl
 : 0.62	2.2	26	i	0.81	9.7	1589	1422	2.4	/	1.8	0.16	0.88	/	-0.3	i	-0.19	1.1	3%
